AGP1 TOR yeast: alters AGP1-GFP fluorescence in TOR pathway yeast screen; S. cerevisiae AGP1-GFP multiplex flow cytometry, 3 h; GFP as percent of DMSO wells; GFP response vs DMSO, % at 10 µM; AID 2066; 320,000 tested, 0.02% active;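 active = GFP response relative to DMSO above a set limit, near screen average plus 3 SD, cut at about 150% in these data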;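 note: median GFP channel fluorescence of the gated AGP1 strain per well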
LAP4 TOR yeast: alters LAP4-GFP fluorescence in TOR pathway yeast screen | S. cerevisiae LAP4-GFP multiplex, flow cytometry GFP, 3 h; median GFP as percent of DMSO wells | GFP response vs DMSO, % at 10 µM | 320,000 tested, 0.34% active | AID 2023;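 active = GFP response vs DMSO above a set limit, about the screen mean plus 3 SD, cut at about 150% in these data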
procasp7 counter: activates human procaspase-7, counter-screen for procaspase-3 activators; P55210; recombinant procaspase-7, Ac-DEVD-pNA absorbance 405 nm; D23A/D198A/D206A triple mutant, cannot self-cleave; scale: DMSO 0, 5 µM enzyme 100; activation, % at 8.5 µM; 330,000 tested, 0.093% active;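 active = percent activation above the screen-wide mean plus 3 SD, cut at about 25% in these data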
Target sequence (P55210 whole entry D23A/D198A/D206A): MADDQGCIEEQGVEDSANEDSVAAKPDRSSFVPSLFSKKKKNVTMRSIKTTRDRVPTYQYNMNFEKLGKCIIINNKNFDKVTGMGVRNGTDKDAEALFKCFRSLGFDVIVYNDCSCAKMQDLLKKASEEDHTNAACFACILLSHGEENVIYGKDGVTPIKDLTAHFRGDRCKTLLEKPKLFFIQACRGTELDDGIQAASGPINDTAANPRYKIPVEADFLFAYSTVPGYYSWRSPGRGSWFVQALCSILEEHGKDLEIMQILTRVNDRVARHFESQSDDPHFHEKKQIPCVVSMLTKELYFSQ
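Assay system: Uncleavable procaspase-7 mutant enzyme / Input: 2 µM procaspase-7 mutant as dispensed / Dosing: single nominal 8.5 µM compound dose, 0.8% DMSO final / Timing: 1 h enzyme–compound preincubation and 2 h substrate reaction, both 25 °C / Detection: p-Nitroaniline absorbance at 405 nm, read at 0 and 120 min / Replication: singlicate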
RPL19A-GFP yeast: yeast TOR pathway RPL19A-GFP modulation; S. cerevisiae RPL19A-GFP strain, flow cytometry, 3 h; active compounds read low; percent response vs DMSO, % at 10 µM; 330,000 tested, 0.3% active;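 active = percent response vs DMSO below 50%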;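 note: median channel GFP fluorescence of the barcoded RPL19A-GFP strain; ratio of sample median GFP to plate DMSO average so 100% = DMSO; lower means less RPL19A-GFP as with rapamycin TOR inhibition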
procasp3 activ: procaspase-3 (human) activation. P42574. recombinant procaspase-3 D3A, Ac-DEVD-pNA absorbance 405 nm. AID 463141. activation, % at 8.5 µM. 330,000 tested, 0.11% active;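 active = activation above the mean of all tested compounds plus 3 SD, cut at about 21% in these data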;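 note: 0% = DMSO alone and 100% = DMSO wells spiked with extra 5 µM PC-3 D3A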
Target sequence (P42574 whole entry D9A/D28A/D175A): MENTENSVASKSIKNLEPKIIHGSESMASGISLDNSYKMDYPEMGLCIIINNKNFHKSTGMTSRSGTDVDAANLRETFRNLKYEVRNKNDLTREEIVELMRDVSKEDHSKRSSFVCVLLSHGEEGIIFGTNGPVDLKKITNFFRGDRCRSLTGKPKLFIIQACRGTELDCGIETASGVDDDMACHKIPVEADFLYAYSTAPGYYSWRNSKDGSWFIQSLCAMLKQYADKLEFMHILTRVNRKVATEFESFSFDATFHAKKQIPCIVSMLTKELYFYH
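material = Procaspase-3 D3A mutant | probe or stimulus = Ac-DEVD-pNA | compound = single dose, 8.5 µM nominal compound, 0.8% DMSO | timing = 1 h preincubation, 2 h reaction | measured by = 405 nm absorbance of p-nitroaniline, reads at 0 and 120 min | benchmarks = DMSO-only low control, 5 µM PC-3 D3A high control | repeats = singlicate, each compound tested once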
CIT2-GFP yeast: yeast TOR pathway CIT2-GFP modulation. 320,000 tested, 0.065% active. S. cerevisiae CIT2-GFP strain, flow cytometry, 3 h; 100 means same as DMSO wells. GFP response vs DMSO, % at 10 µM;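 active = GFP response relative to DMSO above a set limit, near the screen mean plus 3 SD, cut at about 150% in these data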;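 note: ratio of well median GFP fluorescence to mean of DMSO wells on the plate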
MEP2-GFP yeast: modulators of TOR pathway MEP2-GFP in S. cerevisiae; GFP response vs DMSO, % at 10 µM; S. cerevisiae MEP2-GFP strain, flow cytometry GFP, 3 h; 100% = DMSO control level; AID 2016; 330,000 tested, 0.51% active;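 active = GFP response versus DMSO above a set limit, roughly screen mean plus 3 SD, cut at about 180% in these data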;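 note: median GFP fluorescence of the barcode-gated MEP2-GFP cells per well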
AHR act: activators of human aryl hydrocarbon receptor | AHR-responsive luciferase reporter cells, luminescence | activation, % at 5 µM | 320,000 tested, 2.5% active; in the data active = activation above about 47%;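 note: 0% = vehicle wells and 100% = reference agonist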
An asterisk follows results filed as active; · = not tested or not shown; [ ] = remark or other dose.

Every second line gives: AGP1 TOR yeast | LAP4 TOR yeast | procasp7 counter | RPL19A-GFP yeast | procasp3 activ | CIT2-GFP yeast | MEP2-GFP yeast | AHR act
1	COc1ccccc1N1CCN(C(=O)c2cc(S(=O)(=O)N3CCCCC3)ccc2C)CC1
 : 96.3 | 89.3 | 5.5 | 98.6 | 14.4 | 101.0 | 100.7 | -0.2
2	Clc1ccc(COc2ccccc2CNCc2cccnc2)cc1
 : 97.7 | 94.3 | 8.1 | 96.7 | -3.3 | 95.4 | 99.8 | 6.2
3	O=C1c2oc3ccc(F)cc3c(=O)c2C(c2ccc(F)cc2)N1CCCN1CCOCC1 (stereo not drawn)
 : 108.2 | 110.5 | -24.9 | 104.1 | -8.5 | 104.5 | 103.9 | -4.0
4	COC(=O)NCC(c1cccnc1)N1CCN(c2ccccc2OC)CC1 (stereo not drawn)
 : 100.7 | 113.0 | 3.1 | 100.5 | 0.7 | 104.8 | 98.3 | -0.8
5	O=C(O)C1CCc2sc3[nH]c(=S)n(-c4ccccc4)c(=O)c3c21 (stereo not drawn)
 : 103.8 | 108.2 | -18.3 | 96.8 | 0.7 | 96.0 | 94.9 | 11.5
6	COc1ccc2[nH]c(C(=O)O)c(CCC(=O)O)c2c1
 : 103.3 | 97.5 | -4.4 | 100.2 | 2.1 | 99.6 | 98.7 | 1.4
7	NC(=O)C1CCCNC1 (stereo not drawn)
 : 90.4 | 91.1 | 8.1 | 93.0 | 4.5 | 85.9 | 99.8 | -2.2
8	O=C(CN1C(=O)NC(c2ccccc2)(c2ccccc2)C1=O)NCc1ccc(F)cc1
 : 104.1 | 100.4 | 7.7 | 101.8 | 4.0 | 118.3 | 106.2 | 3.3
9	CC1=C(C)CC(C(=O)Nc2nc(C)cs2)C(C(=O)O)C1 (stereo not drawn)
 : 104.5 | 93.4 | -6.8 | 101.5 | -5.8 | 103.2 | 105.6 | 0.9
10	COC(=O)CCCCCCCCC(O)C[N+]1(C)CCOCC1 (stereo not drawn)
 : 95.7 | 104.3 | -12.3 | 92.3 | 0.9 | 88.8 | 88.2 | -1.6
11	CCc1ccc2c(c1)C(=O)C(=O)N2CC(=O)Nc1ccc(NC(=O)c2ccccn2)cc1
 : 97.5 | 99.0 | 2.0 | 113.7 | 5.5 | 108.6 | 107.8 | -1.3
12	NC(=O)C1CCN(C(=O)c2ccccc2SCC(=O)NCC2CCCCC2)CC1
 : 98.9[may fluoresce green] | 97.0[may fluoresce green] | -2.1 | 102.7[may fluoresce green] | -1.5 | 100.2[may fluoresce green] | 100.6[may fluoresce green] | 19.1
13	CC(C)c1nc(-c2ccccn2)no1
 : 96.0 | 99.9 | 1.8 | 103.3 | 4.4 | · | 100.5 | 0.2
14	CN1CC(=O)NC1=NC(=O)c1cc(F)c(F)cc1Cl
 : 78.8 | 83.4 | 1.3 | 84.2 | -5.8 | 85.0 | 86.0 | 2.1
15	O=C(CC(Cc1ccccc1)C(=O)O)Nc1ccc(Cl)c(Cl)c1 (stereo not drawn)
 : 110.0 | 102.1 | 6.1 | 104.4 | -8.7 | 104.8 | 109.0 | -0.9
16	COc1ccc(S(=O)(=O)N2CCOCC2)cc1NC(=O)CSc1n[nH]c(C(C)C)n1
 : 107.1 | 111.2 | -5.3 | 97.6 | -1.6 | 91.0 | 90.3 | -0.5
17	COc1ccc(C(CNC(=O)c2oc3c(Cl)cccc3c2C)N2CCCC2)cc1 (stereo not drawn)
 : 111.4 | 104.2 | 0.6 | 99.2 | 4.8 | 94.8 | 101.9 | 49.8*
18	O=C1C2C3C=CC(C3)C2C(=O)N1c1ccc(-c2nc3ccccc3c(=O)o2)cc1 (stereo not drawn)
 : 100.8 | 100.9 | -1.0 | 104.0 | -1.8 | 102.7 | 115.6 | 3.2
19	O=S(=O)(Cc1cc(N2CCOCC2)nc(-c2ccccn2)n1)c1ccccc1
 : 99.8 | 94.6 | -0.1 | 96.2 | -3.8 | 95.7 | 88.0 | 3.7
20	O=C(COc1ccc(S(=O)(=O)N2CCCC2)cc1Cl)NCc1ccco1
 : 94.4 | 96.2 | 9.2 | 94.0 | 0.0 | 101.3 | 91.6 | -0.3
21	C=CCN=C(NC#N)SCc1ccccc1Cl
 : 103.5 | 97.6 | -2.1 | 96.7 | 12.7 | 93.8 | 101.3 | 3.8
22	COc1cc(NC(=O)Nc2cccc(Cl)c2)c(C(=O)O)cc1OC
 : 93.7 | 104.6 | -3.4 | 93.1 | -12.0 | 91.7 | 93.2 | 11.2
23	COc1ccc(CNS(=O)(=O)c2cccc(S(=O)(=O)N3CCOCC3)c2)cc1
 : 106.5 | 95.7 | 12.7 | 97.3 | -1.3 | 103.5 | 102.5 | 0.6
24	CCc1ccc(CN2CCC(n3nccc3NC(=O)c3ccc4c(c3)OCO4)CC2)cc1
 : 94.5 | 76.4 | 5.7 | 103.8 | 3.2 | 100.9 | 96.9 | 0.6
25	O=C(NNC1=Nc2cccc3cccc1c23)c1ccc(Br)cc1
 : 96.0 | 108.0 | -4.7 | 101.8 | 1.0 | 96.0 | 98.6 | 20.7
26	COc1ccc(C(=O)c2cn(-c3cccc(Br)c3)nc2C(C)=O)cc1
 : 100.2 | 106.7 | 4.1 | 99.7 | 4.5 | 99.5 | 101.4 | 4.0
27	CCN(CC)S(=O)(=O)c1cccc(-n2c(O)c(C=Nc3ccccc3C(=O)O)c3ccccc3c2=O)c1
 : 104.9 | 92.4 | 1.6 | 117.6 | -7.9 | 112.3 | 108.1 | 2.9
28	O=C1C2C3C=CC(CC3)C2C(=O)N1c1ccc(Br)cc1[N+](=O)[O-] (stereo not drawn)
 : 108.1 | 109.7 | 10.6 | 100.3 | 0.1 | 98.2 | 97.8 | 1.0
29	O=C(O)c1cccnc1SCc1cccc(Cl)c1
 : 91.1 | 131.6 | 4.1 | 96.2 | -1.0 | 79.5 | 87.2 | 2.4
30	FC(F)(F)c1cnc(Nc2ccc(N3CCOCC3)cc2)c(Cl)c1
 : 99.5 | 106.7 | -9.9 | 101.9 | -5.9 | 107.4 | 103.4 | -2.3

Reformatted in markdown: part of the list above
| entry | Compound | AGP1 TOR yeast | LAP4 TOR yeast | procasp7 counter | RPL19A-GFP yeast | procasp3 activ | CIT2-GFP yeast | MEP2-GFP yeast | AHR act |
| --- | --- | --- | --- | --- | --- | --- | --- | --- | --- |
| 1 | COc1ccccc1N1CCN(C(=O)c2cc(S(=O)(=O)N3CCCCC3)ccc2C)CC1 | 96.3 | 89.3 | 5.5 | 98.6 | 14.4 | 101.0 | 100.7 | -0.2 |
| 2 | Clc1ccc(COc2ccccc2CNCc2cccnc2)cc1 | 97.7 | 94.3 | 8.1 | 96.7 | -3.3 | 95.4 | 99.8 | 6.2 |

Next entries follow:
Every second line gives: AGP1 TOR yeast | LAP4 TOR yeast | procasp7 counter | RPL19A-GFP yeast | procasp3 activ | CIT2-GFP yeast | MEP2-GFP yeast | AHR act
31	CC(C)CC(=O)NC(=S)NNC(=O)c1ccc([N+](=O)[O-])cc1
 : 111.8 | 115.0 | -13.7 | 110.6 | -11.7 | 103.3 | 117.0 | 1.6
32	N#CCCN(C(=O)CSc1nc2ccccc2c(=O)[nH]1)c1ccc(F)cc1
 : 99.2 | 95.3 | 0.8 | 96.6 | 6.8 | 105.8 | 101.4 | 1.3
33	COc1cccc(NC(=O)c2ccc3nc(C)sc3c2)c1
 : 93.1 | 97.0 | 6.1 | 101.2 | -3.1 | 103.7 | 108.7 | -8.6
34	O=C(CSc1nc(-c2ccccc2)c(-c2ccccc2)[nH]1)Nc1nccs1
 : 108.9 | 96.6 | -10.0 | 102.5 | -4.4 | 99.7 | 101.5 | 16.0
35	COc1cc(NC(=O)c2cccc(C)c2)c(Cl)cc1[N+](=O)[O-]
 : 102.1 | 92.5 | 2.1 | 107.4 | 0.3 | 104.6 | 101.6 | -10.5
36	O=C(CSc1nnc(-c2cccnc2)o1)Nc1nccs1
 : 84.9 | 95.1 | -4.9 | 98.3 | 4.2 | 81.3 | 104.3 | 3.2
37	O=C(c1c(F)cccc1F)N1CCCc2ccccc21
 : 95.9 | 93.4 | 1.7 | 100.8 | 1.8 | 96.9 | 108.5 | 0.1
38	CCN(CC(=O)Nc1cccc(F)c1)CC(=O)Nc1ccccc1OC
 : 106.1 | 97.6 | -1.9 | 98.2 | 5.5 | 109.4 | 101.3 | 2.8
39	O=C(O)CCCNC(=O)c1nn(Cc2ccccc2)c(=O)c2ccccc12
 : 106.1 | 97.2 | -0.1 | 99.4 | 7.7 | 105.3 | 106.2 | 0.4
40	CCOc1ccc(S(=O)(=O)NCC(=O)N(C)Cc2cccnc2)cc1
 : 99.2 | 100.5 | 1.0 | 96.9 | 0.5 | 101.6 | 98.8 | 0.5
41	CCOc1ccc(NC(=O)CCN2CCN(S(=O)(=O)c3ccc(OC)cc3)CC2)cc1
 : 97.2 | 99.0 | 1.7 | 95.7 | -1.7 | 91.0 | 99.1 | 2.1
42	CN1CCN(C(=O)c2ccc3c(c2)S(=O)(=O)c2ccccc2C3=O)CC1
 : 82.9 | 101.6 | -8.9 | 97.0 | 4.4 | 94.6 | 85.2 | 2.3
43	Cc1ccc(CNc2nc(C)nc3sc4c(c23)CCC4)cc1
 : 98.8 | 99.5 | -0.8 | · | -1.5 | 108.0 | 99.7 | 12.6
44	COc1ccc(S(=O)(=O)N2CCN(c3nn(C)c(=O)n(C)c3=O)CC2)cc1
 : 103.2 | 103.8 | -5.9 | 103.2 | 6.0 | 101.7 | 109.2 | -1.0
45	O=C(CSc1ccc(Cl)cc1)N1CCN(c2ncc(C(F)(F)F)cc2Cl)CC1
 : 97.6 | 103.0 | -0.9 | 98.1 | 11.9 | 101.0 | 98.2 | -1.6
46	O=C(NCCc1ccccc1)C1CCC(=O)N1CCc1ccccc1 (stereo not drawn)
 : 98.6 | 97.9 | -9.6 | 102.1 | -2.2 | 105.1 | 104.7 | 1.1
47	c1ccc(-n2nnc3ccccc32)cc1
 : 86.9 | 100.7 | -1.5 | 97.2 | 6.1 | 99.4 | 93.7 | -3.1
48	Cn1cccc1C(=O)Nc1nccs1
 : 102.8 | 114.0 | -9.7 | 101.8 | -2.1 | 97.1 | 118.9 | 23.6
49	CC1CC(C)(C)CC2(C1)NC(=O)N(CC(=O)N(C)Cc1nc3ccccc3c(=O)[nH]1)C2=O (stereo not drawn)
 : 101.5 | 98.1 | -4.0 | 96.7 | -4.4 | 97.0 | 97.7 | 2.5
50	CS(=O)(=O)c1cc([N+](=O)[O-])c(Sc2nc3ccccc3[nH]2)c([N+](=O)[O-])c1
 : 104.5 | 104.4 | -30.1 | 104.7 | -19.3 | 99.9 | 108.9 | 14.3
51	c1ccc(COc2ccc(Nc3ncnc4nc[nH]c34)cc2)cc1
 : 97.3 | 109.0 | -3.5 | 97.4 | -5.9 | 100.4 | 104.0 | 4.1
52	COc1ccc(CCNC(=O)CSc2nc(C)nc3sccc23)cc1OC
 : 106.4 | 102.3 | 2.0 | 103.8 | -1.1 | 108.8 | 102.5 | 2.6
53	Cc1ccc(NC(=O)CSc2nc3ccccc3c(=O)n2Cc2cccs2)cc1
 : 89.6 | 91.2 | -4.8 | 97.6 | -11.1 | 93.8 | 92.3 | 13.4
54	Cc1ccc(C)c(-c2cc(C(=O)Nc3sc(C)c(C)c3C(N)=O)c3ccccc3n2)c1
 : 110.4 | 112.4 | 2.5 | 104.8 | 3.1 | 107.4 | 104.9 | 27.9
55	CN1C(=O)CC(N2CCC(c3nc4ccccc4s3)CC2)C1=O (stereo not drawn)
 : 98.9 | 98.8 | -2.9 | 97.9 | -3.4 | 99.1 | 96.1 | 18.0

Compound activity (PubChem)
